Assay outcomes (PubChem)
FBPA Giardia inh: inhibitors of Giardia lamblia fructose-1,6-bisphosphate aldolase | Potency, µM (titrated, usually from 59.6 µM), without a hit: top-dose activity, negative = inhibition, hits mostly inhibitors | A8B2U2 | hit rate 0.71% among 290,000 | purified Giardia FBPA; also: potency is read from the fitted curve at half-maximal effect; % is scaled to controls: 0 for no effect and ±100 for the full control effect; nearly all actives have a fitted effect of over 55% in size
Target sequence (A8B2U2 whole entry, looked up): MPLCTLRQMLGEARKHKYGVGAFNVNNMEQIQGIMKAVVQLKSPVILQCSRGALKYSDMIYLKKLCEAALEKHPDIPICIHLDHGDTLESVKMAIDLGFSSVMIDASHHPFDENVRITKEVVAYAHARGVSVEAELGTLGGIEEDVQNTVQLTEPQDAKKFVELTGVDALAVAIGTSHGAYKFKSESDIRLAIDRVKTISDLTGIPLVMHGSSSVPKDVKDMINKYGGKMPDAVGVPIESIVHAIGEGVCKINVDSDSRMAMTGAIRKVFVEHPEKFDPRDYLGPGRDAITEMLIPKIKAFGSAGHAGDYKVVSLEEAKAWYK
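Giardia FBPA (40 nM reagent) was preincubated 10 min at RT with compound (up to 57.5 uM final), then substrate plus GAPDH/TPI/NAD/arsenate coupling system with diaphorase/resazurin was added; resorufin fluorescence (525/598 nm) was read after 20 min.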
Pf growth 48h: P. falciparum growth inhibition at 48 hours (one generation); hit rate 5.9% among 310,000; Potency, µM (titrated, usually from 28.7 µM), without a hit: at the highest dose activity change, negative = inhibition, usual class: inhibitors; P. falciparum luciferase growth in erythrocytes, 48 h; AID 504832; also: potency is read from the fitted curve at half-maximal effect; % is scaled to controls: 0 for no effect and ±100 for the full control effect
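Luminescence readout; reporter = integrated firefly luciferase in P. falciparum. RBC culture at 2% hematocrit, 0.1% parasitemia final, 37 C/5% CO2; decreased signal taken as growth inhibition.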
CHX counter: counter-screen hit for Shiga toxin inhibitors, cycloheximide; AID 2314; cell reporter, cycloheximide protein synthesis inhibition counterscreen; hit rate 12% among 300,000; max response, %; in the data active = max response mostly above about 13%, no sharp cut-off; inactive = mostly below about 14%; also: read at 38.3 µM for the half of the compounds with a filed dose; 0% is about no effect
Sm TGR inh: inhibitors of Schistosoma mansoni thioredoxin glutathione reductase; hit rate 3% among 360,000; purified TGR, DTNB reduction, TNB absorbance 405 nm; Potency, µM (titrated, usually from 114 µM), for inactives: at the top dose activity change, negative = inhibition, actives largely listed as inhibitors; AID 485364; Q962Y6; also: potency is read from the fitted curve at half-maximal effect; % is scaled to controls: 0 for no effect and ±100 for the full control effect; nearly all actives have a fitted effect of over 60% in size
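First, TGR (20 nM dispensed) and NADPH were mixed with compound. Second, a 15 min room-temperature incubation followed. Third, further NADPH and then DTNB were added to start the reaction. Finally, TNB absorbance was monitored kinetically.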
Pf growth 96h: P. falciparum growth inhibition at 96 hour, primary screen for plastid delayed-death inhibitors; Potency, µM (doses to about 28.7 µM), inactives show at the top dose activity change, negative = inhibition, usual class: inhibitors; P. falciparum luciferase reporter growth, 96 h; hit rate 6.9% among 320,000; also: potency is read from the fitted curve at half-maximal effect; % is scaled to controls: 0 for no effect and ±100 for the full control effect
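Compounds incubated with erythrocytes infected by luciferase-expressing P. falciparum (2% hematocrit, 0.05% parasitemia final) for 96 hours, 37 C in 5% CO2. Growth inhibition scored as decreased luciferase luminescence.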
Shiga inhibitor: Shiga toxin inhibition | inhibition, % at 38.7 µM | Vero cells, Shiga toxin protein synthesis inhibition reporter | hit rate 9.2% among 290,000; in the data active = inhibition mostly above about 28%, no sharp cut-off; inactive = mostly below about 43%; also: 0% is about no effect
* hit, by the source's call; ? = inconclusive; · = no result given; & = joins results of further samples; [ ] = remark or other dose. Unless noted, calls follow the shape of the dose curve; as a rule, active = well fitted curve in the direction sought with a large enough effect; inconclusive = small, poorly fitted or top-dose-only effect, or another doubt; inactive = no such curve, though single readings can be large; an effect the other way counts as inactive or inconclusive.

Order of results – FBPA Giardia inh, Pf growth 48h, CHX counter, Sm TGR inh, Pf growth 96h, Shiga inhibitor
#1 Cc1ncoc1C(=O)NCCC(c1ccccc1)c1ccccc1
 : -2%, 3%, -3, 11%, 13%, -16
#2 Cc1cccc(-c2noc(CCC(=O)NCC3CCCO3)n2)c1 (configuration not stated)
 : -2%, 22%, 6, -18%, ·, 24
#3 CCCn1nnnc1NC(=O)COc1ccc(CC)cc1
 : 9%, 2%, 1, 5%, 35%[activator], -6
#4 COc1ccccc1/C=C/C=N/NC(=O)c1ccncc1
 : -3%, 0%, 6, -1%, 39%[activator], 13
#5 CCOC(=O)c1nnc(-c2ccc(C)cc2)nc1Sc1ccc(Cl)cc1
 : -6%, 23%, -1, 3%, ·, -18
#6 CSC1=NC(C)(C)C=C(/C=C/c2ccc(Cl)cc2Cl)N1
 : -23%, ?, 15, 20µM*, 12µM*, 33
#7 O=C1NC(=S)NC(=O)C1=Cc1ccc2c(c1)CCN2CCCCl
 : ?, 123%[activator], -4, 14µM*, 46%[activator], -4
#8 CN(C(=O)c1ccc(NC(=O)Cc2ccc(NC(=O)C3CCN(C(=O)C4CC4)CC3)cc2)cc1)C1CC1
 : ·, ?, ·, -8%, 0%, ·
#9 COc1cccc(NC(=O)C(c2ccccc2)N2CCCCC2)c1 (configuration not stated)
 : -1%, -20%, 1, -3%, -12%, 1
#10 CC(C)(C)NC(=O)C1CCN(C(=O)c2ccc(-c3ccccc3)cc2)CC1
 : -9%, 9.3µM*, 14, 3%, ·, 15
#11 O=P(c1ccccc1)(c1nc2ccccc2s1)N1CCOCC1 (configuration not stated)
 : 3%, -11%, -5, 50µM*, ·, -23
#12 CS(=O)(=O)N(CC(=O)NCc1ccccc1)Cc1ccc(Cl)cc1
 : 1%, ·, -5, 2%, 23%, -11
#13 CCN(CC)C(=O)c1ccc(NC(=O)c2ccc(-n3cncn3)c([N+](=O)[O-])c2)cc1
 : ·, ?, ·, -7%, ?, ·
#14 CCOc1cc(/C=C2/C(=O)NN(c3cccc(Cl)c3)C2=O)ccc1O
 : -20%, 7%, -2, -29%, ?, -5
#15 Cc1nn(Cc2ccccc2)c(C)c1NC(=O)CSc1nc2c(c(C(F)(F)F)n1)CCc1ccccc1-2
 : 1%, 5.2µM*, -2, -16%, 8.3µM*, -2
#16 O=C(NC1CCCCC1)C1CCC(CNS(=O)(=O)c2cccc3nsnc23)CC1 (configuration not stated)
 : 4%, ·, -5, -33%, ?, -7
#17 CCCCN(C)CCNC(=O)CSCc1ccc(C)cc1
 : ?, 2%, -4, -5%, ?, -10
#18 CCN(CC)S(=O)(=O)c1ccc(NC(=O)c2ccccc2N(C)S(C)(=O)=O)cc1
 : 1%, ·, 1, -1%, -14%, 3
#19 COC(=O)c1sccc1NC(=O)c1ccc(C)cc1
 : 6%, -3%, -3, -8%, 50%[activator], -7
#20 CC(NC(=O)c1ccccc1F)c1nnc(SCC(=O)NC2CCCC2)n1C (configuration not stated)
 : ·, 8%, -6, -10%, 19%, -7

Compound profiles, from the list above.
O=C(NC1CCCCC1)C1CCC(CNS(=O)(=O)c2cccc3nsnc23)CC1 (configuration not stated) is entered as FBPA Giardia inh: 4%; Pf growth 48h: ·; CHX counter: -5; Sm TGR inh: -33%; Pf growth 96h: ?; Shiga inhibitor: -7
CCOc1cc(/C=C2/C(=O)NN(c3cccc(Cl)c3)C2=O)ccc1O is entered as FBPA Giardia inh: -20%; Pf growth 48h: 7%; CHX counter: -2; Sm TGR inh: -29%; Pf growth 96h: ?; Shiga inhibitor: -5
CN(C(=O)c1ccc(NC(=O)Cc2ccc(NC(=O)C3CCN(C(=O)C4CC4)CC3)cc2)cc1)C1CC1 is entered as FBPA Giardia inh: ·; Pf growth 48h: ?; CHX counter: ·; Sm TGR inh: -8%; Pf growth 96h: 0%; Shiga inhibitor: ·

Continued:
Order of results – FBPA Giardia inh, Pf growth 48h, CHX counter, Sm TGR inh, Pf growth 96h, Shiga inhibitor
#21 O=C(COC(=O)c1cccc(C(=O)OCC(=O)NCc2ccc(F)cc2)n1)NCc1ccc(F)cc1
 : -3%, 14%, -1, 2%, 12%, -3
#22 CCCN(CC(=O)Nc1ccccc1OC)C(=O)CSc1ccc(Br)cc1C
 : ·, ?, ·, -18%, -29%, ·
#23 O=C(c1ccco1)N1CCN(S(=O)(=O)c2ccc(S(=O)(=O)NC3CC3)cc2)CC1
 : 5%, ·, -3, 2%[11.4 µM], ?, -4
#24 O=C(CN1CCN(c2ccccn2)CC1)Nc1ccccc1F
 : 7%, -2%, 5, 6%, ?, 6
#25 COc1cccc(-c2cc(C(=O)N3CCCCCC3)no2)c1
 : -2%, 148%[activator], 37*, -10%, ?, 54*
#26 CC(=O)N1N=C(c2ccccc2)CC1c1ccc2c(c1)OCO2 (configuration not stated)
 : -4%, -5%, 22, 1%, 19%, 19
#27 COc1cc(OC)c(CN2CCCCCCC2)cc1Br
 : -23%, ·, 1, -25%, 13µM*, -4
#28 C=CCOc1ccccc1/C=N/n1nnnc1N
 : -5%, 8%, -3, -25%, ?, -4
#29 CCN1CCN(CC(=O)c2c(C)n(C)c3ccc(OC)cc23)CC1
 : -19%, -13%, -1, 1%, ?, -21
#30 Cc1cc(C)n(-c2ccc(C(=O)Nc3ccc(C)c(S(=O)(=O)N(C)C)c3)cc2)n1
 : -4%, ?, -2, -11%, 12µM*, -4
#31 COc1cc(N)c(Cl)cc1NC(=O)c1ccccc1
 : 1%, 9%, -1, -36%, 0%, 32
#32 CC(C)CC(OC(=O)c1nsc(Cl)c1Cl)C(=O)NCc1cccs1 (configuration not stated)
 : 1%, 42%[activator], -2, -1%, 106%[activator], -2
#33 COc1ccccc1C(=O)OCC(=O)Nc1cc(S(=O)(=O)N2CCOCC2)ccc1N1CCCC1
 : -2%, 0%, -2, -5%, 2%, -22
#34 CC(C)N(C(=S)NCc1ccccc1)C(C)C
 : 3%, 16%, -1, ·, -6%, 17
#35 O=C(Cn1cncn1)N/N=C/c1cc([N+](=O)[O-])ccc1O
 : -5%, ?, -1, -2%, ?, 8
#36 CCOc1ccc(N2CC(C(=O)NCCN3C(=O)S/C(=C\c4cccnc4)C3=O)CC2=O)cc1 (configuration not stated)
 : -4%, ?, -1, -19%, 14%, -1
#37 Cc1ccc(C)n1NC(=O)c1ccco1
 : -5%, -8%, -1, ?, 0%, -3
#38 CC(C)Cc1nc(N2CCN(C(=O)c3ccco3)CC2)c(C#N)c2c1CCC2
 : -6%, 2.3µM*, 9, ?, 38%[activator], 52
#39 COc1cccc(NC2=Nc3cccc4cccc2c34)c1
 : -14%, 15%, 21*, -4%, ?, 24
#40 CSc1nc(N(C)NC(=O)c2cccc(C)c2)c2ccccc2n1
 : 5%, ?, -4, 10%, ?, -5
#41 O=C(Nc1ccccc1)c1ccc(NC(=O)c2cccs2)cc1
 : ·, 11%, -4, -1%, -9%, -21
#42 Cc1ccc(C(C(=O)NCc2ccco2)N(C(=O)CNC(=O)c2cccs2)c2ccc(C)cc2C)cc1 (configuration not stated)
 : 3%, ?, 16*, 11%, ?, 68*
#43 CCOc1cc(CNn2cnnc2)ccc1OCC(=O)NC1CCCCC1
 : -1%, 6%, -2, -6%, 8%, -10
#44 CCN1C[C@]2(C)CC[C@H](O)[C@]34C1[C@H](C[C@H]23)[C@@]1(O)C[C@H](OC)[C@H]2C[C@@H]4[C@@H]1C2O (some centres not stated)
 : ·, 3%, ·, 6%, 31%[activator], ·
#45 COC(=O)N1CCN(c2ccc(C(C)=O)cc2)CC1
 : 6%, 9%, 23, 5%, 3%, 22
#46 CCOc1ncccc1C(=O)NNC(=O)c1cccc(S(=O)(=O)Nc2ccc(OC)cc2)c1
 : ·, -1%, 7, 4%, 1%, -11
#47 O=C(Nc1nc2ccc(F)cc2s1)C1=COCCO1
 : ·, 59%[activator], ·, -5%, 97%[activator], ·
#48 CN1C(=O)c2ccc(C(=O)Nc3ccccc3O)cc2C1=O
 : 11%, 5%, 1, 7%, ?, 6
#49 O=C(OCc1cnc(Cl)s1)c1ccc(Cl)cc1
 : 5%, 40%[activator], -2, -24%, 46%[activator], -14
#50 C/C(=N\NC(=O)c1ccc(F)cc1)c1ccccn1
 : ?, ?, 62*, 0%, 28%, 97*
#51 Cc1cccc(Oc2nc(-c3ccccn3)nc3ccccc23)c1
 : 7%, 1.9µM*, 34*, 2%, 2.6µM*, 63*
#52 Cc1c(C(=O)N2CCc3ccccc3C2)oc2ccc(S(=O)(=O)N3CC(C)CC(C)C3)cc12 (configuration not stated)
 : 6%, ?, -1, -3%, 0%, -5
#53 COc1ccc(OC)c(NC(=O)c2ccccc2N(Cc2ccccc2)S(C)(=O)=O)c1
 : -10%, ?, -1, -22%, 27%, 13
#54 CCCCN(CCCC)/C(N)=N/c1nc(C)cc(C)n1
 : 1%, -19%, -2, -2%, ?, -23
#55 COc1ccc(NC(=O)COc2ccc(-c3nn(C)c(=O)c4ccccc34)cc2)cc1
 : -4%, -5%, -2, 14%&0%, -27%, -10
#56 COc1ccc(NC(=O)COC(=O)CC2Sc3ccccc3NC2=O)cc1 (configuration not stated)
 : ·, 55%[activator], ·, -5%, 74%[activator], ·
#57 Cc1ccccc1NC(=O)c1c(O)c2cccc3c2n(c1=O)CCC3
 : 2%, 9%, -6, -20%, -1%, -10
#58 N/C(=N\OC(=O)CC1CCCCC1)c1cccc([N+](=O)[O-])c1
 : -2%, 4%, 35*, -1%, 0%, 83*
#59 Cn1c(=O)oc2cc(S(=O)(=O)NCc3ccco3)ccc21
 : 3%, ·, -8, ?, ?, -3
#60 O=C(Cc1ccc([N+](=O)[O-])cc1)Nc1cc(C(F)(F)F)cc(C(F)(F)F)c1
 : 3%, -80%, 1, 8%, 15µM*, -14

From compound 57 up to 60, copied from above:
Order of results – FBPA Giardia inh, Pf growth 48h, CHX counter, Sm TGR inh, Pf growth 96h, Shiga inhibitor
#57 Cc1ccccc1NC(=O)c1c(O)c2cccc3c2n(c1=O)CCC3
 : 2%, 9%, -6, -20%, -1%, -10
#58 N/C(=N\OC(=O)CC1CCCCC1)c1cccc([N+](=O)[O-])c1
 : -2%, 4%, 35*, -1%, 0%, 83*
#59 Cn1c(=O)oc2cc(S(=O)(=O)NCc3ccco3)ccc21
 : 3%, ·, -8, ?, ?, -3
#60 O=C(Cc1ccc([N+](=O)[O-])cc1)Nc1cc(C(F)(F)F)cc(C(F)(F)F)c1
 : 3%, -80%, 1, 8%, 15µM*, -14

(continued)
Order of results – FBPA Giardia inh, Pf growth 48h, CHX counter, Sm TGR inh, Pf growth 96h, Shiga inhibitor
#61 O=c1c2cnn(-c3ccc(F)cc3)c2ncn1Cc1ccc(F)cc1
 : 11%, 9%, -2, 1%&-7%, ?, -2
#62 CCCc1cc(=O)oc2cc(C)cc(OCC(=O)NC3CC3)c12
 : 11%, 1.7µM*, -6, -12%, 2.1µM*, -4
#63 COc1cnc(-c2ccccn2)nc1Oc1ccc(Cl)cc1
 : ?, 0.37µM*, 20, ?, 5.2µM*, -8
#64 Cc1ccc(N(CC(=O)N/N=C/c2cc(C)n(-c3ccccc3)c2C)S(C)(=O)=O)c(C)c1
 : -5%, ?, 1, -29%, ?, 11
#65 COc1ccc(NS(=O)(=O)c2ccc(OCC(=O)N3CCOCC3)cc2)cc1Cl
 : ·, -11%, -3, -21%, 20%, -17
#66 COc1ccccc1NC(=O)c1c(O)c2ccccc2[nH]c1=O
 : 8%, 36%[activator], -2, 9%, 41%[activator], -2
#67 CCc1ccc(NC(=O)CCn2ccnc2C)cc1
 : -2%, ·, 7, 1%, ?, -11
#68 Cc1ccc(F)cc1S(=O)(=O)Nc1cccc(C(=O)N2CCCC(C(N)=O)C2)c1 (configuration not stated)
 : ·, -20%, ·, -3%, -3%, ·
